FBA Mtb inh: inhibitors of M. tuberculosis fructose-bisphosphate aldolase; AID 588726; inhibition, % at 1 µM; purified M. tuberculosis FBA, fluorescence read-out; P9WQA3; 360,000 compounds, 2.3% hits; in the data active means inhibition above about 27%;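 further: 0% = vehicle and 100% = reference inhibitor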
Target sequence (P9WQA3 whole entry, looked up): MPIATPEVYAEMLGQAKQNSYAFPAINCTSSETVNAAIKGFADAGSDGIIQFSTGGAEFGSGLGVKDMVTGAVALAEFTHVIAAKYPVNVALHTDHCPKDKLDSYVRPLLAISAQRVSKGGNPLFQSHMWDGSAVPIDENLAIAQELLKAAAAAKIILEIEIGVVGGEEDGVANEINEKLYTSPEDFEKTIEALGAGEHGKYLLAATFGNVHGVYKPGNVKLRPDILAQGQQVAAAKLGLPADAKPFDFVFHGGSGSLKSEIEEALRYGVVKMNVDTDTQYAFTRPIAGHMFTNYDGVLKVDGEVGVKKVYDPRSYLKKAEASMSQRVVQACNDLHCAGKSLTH
FadD28 binding: M. tuberculosis FadD28 bisubstrate binding inhibition; FadD28 bisubstrate probe binding, fluorescence polarization; inhibition, % at 12.5 µM; 360,000 compounds, 0.22% hits; in the data active means inhibition above about 8.5%, passing the limit was not always enough; inconclusive means no clear call, values can overlap the other calls
GDH-TPI counter: GDH-TPI coupled enzyme inhibition counter-screen; 360,000 compounds, 1.2% hits; GDH-TPI coupled enzyme counterscreen, NADH absorbance; inhibition, % at 4.8 µM;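 further: 0% = DMSO wells and 100% = wells lacking the enzyme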
Mtb UGM inh: blocks M. tuberculosis UGM enzyme | P9WIQ1 | purified UGM, fluorescence polarization probe displacement | inhibition, % at 10 µM | 320,000 compounds, 0.06% hits | AID 504406; in the data active means inhibition above about 10%, passing the limit was not always enough; inconclusive means no clear call, values can overlap the other calls
Target sequence (P9WIQ1 whole entry, looked up): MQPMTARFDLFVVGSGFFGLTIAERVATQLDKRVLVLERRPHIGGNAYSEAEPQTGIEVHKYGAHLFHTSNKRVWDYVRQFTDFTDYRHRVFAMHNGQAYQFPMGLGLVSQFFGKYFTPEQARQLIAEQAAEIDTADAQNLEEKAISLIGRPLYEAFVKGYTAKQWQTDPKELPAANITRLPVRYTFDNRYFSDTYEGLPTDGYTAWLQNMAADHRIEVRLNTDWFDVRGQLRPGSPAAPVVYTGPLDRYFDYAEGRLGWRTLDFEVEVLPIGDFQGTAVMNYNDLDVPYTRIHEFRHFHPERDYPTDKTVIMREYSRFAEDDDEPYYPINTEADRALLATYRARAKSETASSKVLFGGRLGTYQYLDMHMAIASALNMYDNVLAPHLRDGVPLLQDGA
BoNT-A LC inh2: blocks Botulinum neurotoxin A light chain protease | multiplex microsphere protease substrate cleavage, flow cytometry | inhibition, % at 10 µM | 360,000 compounds, 0.17% hits; in the data active means inhibition above about 30%; inconclusive means no clear call, values can overlap the other calls; further: plate controls were buffer without enzyme for full effect and enzyme alone for no effect
CCHFV vOTU inh: blocks the CCHF virus ovarian tumor domain protease. CCHFV vOTU protease, Pep-AMC fluorescence. inhibition, % at 11.5 µM. 370,000 compounds, 0.55% hits. AID 651958; further: 0% = vehicle wells with enzyme and 100% = no enzyme wells
BoNT F protease: blocks Botulinum neurotoxin F light chain protease; inhibition, % at 10 µM; 360,000 compounds, 0.22% hits; Multiplex microsphere protease cleavage assay, flow cytometry; AID 588497; in the data active means inhibition above about 35%, passing the limit was not always enough; inconclusive means no clear call, values can overlap the other calls; further: plate controls were buffer without enzyme for full effect and enzyme alone for no effect
PrPC surface inh: inhibitors of human cell surface prion protein PrPC; P04156; TR-FRET read-out; inhibition, % at 13.8 µM; 370,000 compounds, 0.43% hits; AID 720596; in the data active means inhibition above about 24%; further: 0% = median of the test wells and 100% = reference compound wells
Mtb BioA inh: inhibitors of Mycobacterium tuberculosis BioA enzyme; purified M. tuberculosis BioA enzyme, plate reader; inhibition, % at 9.99 µM; 360,000 compounds, 0.096% hits; in the data active means inhibition above about 40%; inconclusive means no clear call, values can overlap the other calls
* = called active by the depositor; ? = inconclusive; / = no result given; & = joins results of further samples. Unless noted, no stated cut-off is given here; in the data, active means inhibition above about 30%; inactive means the rest.

SMILES | FBA Mtb inh | FadD28 binding | GDH-TPI counter | Mtb UGM inh | BoNT-A LC inh2 | CCHFV vOTU inh | BoNT F protease | PrPC surface inh | Mtb BioA inh
Oc1ccc(/C=N/Nc2nn3cnnc3c3ccccc23)cc1 | -3.3 | -3.6 | 16.0 | 1.2 | -0.8 | 7.7 | 0.3 | -3.4 | /
O=C(CCS(=O)(=O)c1ccccc1)Nc1ccc(-c2nc3ccccc3s2)cc1 | 30.5* | -3.9 | 7.3 | -1.1 | -0.6 | -24.7 | -3.7 | 1.4 | /
COc1ccc(N2CCN(C(=N)/C(C(C)=O)=C(\C)O)CC2)cc1 | 0.9 | -1.1 | 1.7 | 0.1 | 1.1 | -6.7 | 17.4 | 2.2 | -1.0
O=C(Cn1cnc2nc3n(c2c1=O)CCC3)NCc1ccccc1 | 2.5 | 1.2 | 1.2 | 4.5 | -0.4 | 7.2 | -2.9 | -4.1 | /
COn1c(SCC(=O)N(C)C)nc2ccccc2c1=O | 0.6 | -0.3 | -2.6 | 0.0 | 0.5 | 5.2 | -2.2 | 6.1 | 2.1
Cc1ccccc1NC(=O)c1ccc(S(=O)(=O)N2CCCC2)cc1 | 6.8 | -0.6 | -0.8 | -1.1 | 1.5 | 8.1 | 3.3 | -6.9 | -2.2
Cc1c(C=O)c2ccccc2n1Cc1ccccc1F | -1.4 | -1.1 | -0.6 | 2.3 | -0.6 | 28.8 | -3.7 | 4.1 | /
O=C(CN1CCCCCC1=O)N1CCN(S(=O)(=O)c2cccs2)CC1 | 1.0 | -2.2 | -2.6 | -1.2 | -1.1 | -16.2 | 0.1 | -4.0 | /
Cc1cccc(NC(=O)C2(c3cccs3)CCOCC2)n1 | 0.2 | 1.7 | 5.9 | 2.5 | -0.9 | 2.5 | -8.9 | -2.5 | /
Nc1nnc(SCCOc2ccccc2)s1 | -1.0 | 0.7 | 1.4 | -2.5 | 0.9 | -12.3 | 13.2 | 2.2 | 0.4
Cc1ccccc1N(C(=O)CS(=O)CC(=O)Nc1ccc(F)cc1)C(C)C(=O)NC(C)(C)C (configuration not stated) | 1.5 | -2.0 | -7.5 | -1.2 | 0.4 | 19.1 | -1.2 | 8.1 | -0.1
CCOC(=O)c1c(NC(=O)C2C3CCC(O3)C2C(=O)O)sc(C)c1-c1ccc(C)cc1 (configuration not stated) | -1.0 | -1.3 | 10.9 | -1.4 | 0.3 | 12.7 | 8.5 | 6.7 | /
Cc1ccc(NC(=O)CCn2nc(C)cc2C)c(C)c1 | 2.0 | 0.0 | 19.1 | / | 0.6 | 4.2 | -5.5 | -4.5 | -0.2
CC(=O)c1c(C)[nH]c(C(=O)OCC(=O)N2CCN(c3ccccc3)CC2)c1C | -1.4 | -0.8 | 2.6 | / | 0.1 | -1.6 | -0.6 | 0.0 | 5.2
CCOC(=O)C1=CCN(S(=O)(=O)c2ccccc2F)C1c1ccc(Cl)c(Cl)c1 (configuration not stated) | -1.5 | -2.7 | / | / | -0.8 | 10.3 | -11.7 | 5.5 | -0.4
Cc1cccc(N2C(=O)N3[C@@H]4c5ccccc5OC[C@@H]4[C@@H](c4ccccc4)[C@]3(C)C2=O)c1 | -1.3 | -5.2 | -5.9 | 0.0 | 0.3 | / | -4.7 | / | -4.0
Cc1ccc(NC(=O)C2CC(=O)NC(N3CCc4ccccc43)=N2)cc1 (configuration not stated) | -0.4 | 1.0 | -0.3 | 1.0 | -1.6 | -7.1 | -5.9 | -3.9 | -2.2
COc1ccc(NC(=O)CC2CC3CCC2C3)cc1S(=O)(=O)N1CCOCC1 (configuration not stated) | -4.1 | -3.7 | -0.9 | -0.4 | 0.7 | 20.0 | -1.4 | -0.1 | /
CC(NC(=O)COC(=O)C1CC1C)c1ccccc1 (configuration not stated) | 3.8 | -0.6 | 8.4 | 1.7 | 0.2 | 3.4 | 0.9 | 3.6 | -0.9
CCOC(=O)C1=C(Cc2ccc(OC)cc2)C(=O)c2ccccc2C1=O | -1.5 | 4.0 | 22.3 | / | ? | / | -9.7 | / | -0.5

Sorted by length of the SMILES (ascending): some entries from above.
SMILES | FBA Mtb inh | FadD28 binding | GDH-TPI counter | Mtb UGM inh | BoNT-A LC inh2 | CCHFV vOTU inh | BoNT F protease | PrPC surface inh | Mtb BioA inh
CC(NC(=O)COC(=O)C1CC1C)c1ccccc1 (configuration not stated) | 3.8 | -0.6 | 8.4 | 1.7 | 0.2 | 3.4 | 0.9 | 3.6 | -0.9
Oc1ccc(/C=N/Nc2nn3cnnc3c3ccccc23)cc1 | -3.3 | -3.6 | 16.0 | 1.2 | -0.8 | 7.7 | 0.3 | -3.4 | /
CCOC(=O)C1=C(Cc2ccc(OC)cc2)C(=O)c2ccccc2C1=O | -1.5 | 4.0 | 22.3 | / | ? | / | -9.7 | / | -0.5
COc1ccc(NC(=O)CC2CC3CCC2C3)cc1S(=O)(=O)N1CCOCC1 (configuration not stated) | -4.1 | -3.7 | -0.9 | -0.4 | 0.7 | 20.0 | -1.4 | -0.1 | /
CCOC(=O)c1c(NC(=O)C2C3CCC(O3)C2C(=O)O)sc(C)c1-c1ccc(C)cc1 (configuration not stated) | -1.0 | -1.3 | 10.9 | -1.4 | 0.3 | 12.7 | 8.5 | 6.7 | /

(listing goes on)
SMILES | FBA Mtb inh | FadD28 binding | GDH-TPI counter | Mtb UGM inh | BoNT-A LC inh2 | CCHFV vOTU inh | BoNT F protease | PrPC surface inh | Mtb BioA inh
O=C(OCCN1C(=O)c2ccccc2C1=O)c1ccco1 | 3.0 | 2.4 | 2.6 | -0.6 | 1.4 | -5.3 | -4.4 | -2.6 | -2.0
CCOC(=O)Cc1csc(NC(=O)Cn2cnc3c2c(=O)n(C)c(=O)n3C)n1 | 3.6 | -1.0 | 2.2 | 1.5 | 1.8 | 6.9 | 9.2 | 1.2 | /
CCN(CC)S(=O)(=O)c1ccc(O)c(C(=O)OCC(=O)N(C)Cc2ccccc2)c1 | 12.4 | -4.0 | 2.5 | -0.4 | 0.4 | 7.2 | -10.5 | 0.3 | -1.1
CC1OC(Nc2ccc(OC(F)(F)F)cc2)C(O)C(O)C1O (configuration not stated) | -1.9 | -2.2 | 8.9 | -0.1 | 1.2 | 9.6 | 16.0 | 11.1 | /
O=C(/C=C/c1ccccc1)N1CCN(c2ccc([N+](=O)[O-])c(N3CCOCC3)c2)CC1 | -7.2 | -1.3 | 11.2 | 0.6 | 1.2 | 21.5 | 4.9 | -11.2 | 0.8
O=C(NC1CC2CCCC(C1)N2S(=O)(=O)c1ccccc1)C1CCCCC1 (configuration not stated) | -0.7 | 0.0 | 10.9 | -3.3 | 0.2 | -5.3 | -2.0 | 15.0 | -1.5
COc1ccc(N=Cc2c(O)c3ccccc3n2C(C)=O)cc1 | 21.3 | 0.0 | 15.6 | -0.8 | 10.1 | -18.8 | 11.0 | 3.3 | 2.6
CC1(C)Cc2c(sc(/N=C/N3CCCCCC3)c2C#N)C(C)(C)N1 | 1.8 | 1.8 | 13.2 | -1.0 | 0.0 | 5.2 | 3.3 | -3.9 | /
Cc1c(Cl)cccc1N1CC(C)(C)C1=O | 9.0 | 0.6 | -2.9 | 3.3 | 1.0 | -1.8 | 1.7 | 8.1 | /
CCOC(=O)N1CCN(CC(O)COC2CC(C)CCC2C(C)C)CC1 (configuration not stated) | 34.0* | 0.1 | 2.0 | -1.8 | -0.3 | 15.0 | -11.2 | -6.8 | /
O=c1c(O)c(-c2ccccc2)oc2ccccc12 | 4.3 | -3.7 | 20.6 | / | 15.8 | 6.3 | 12.4 | -1.8 | -0.9
CC(=O)N1CCOc2ccc(S(=O)(=O)NCC3CCC(C(=O)NCCC(C)C)CC3)cc21 (configuration not stated) | -3.7 | -2.2 | 3.4 | -2.0 | -1.0 | -5.4 | -0.3 | 3.3 | -1.2
O=[N+]([O-])c1ccc2[nH]c(O)c(N=NC(=S)Nc3cccnc3)c2c1 | -22.8 | -1.7 | 8.9 | 1.4 | -1.6 | 11.1 | -8.6 | -15.8 | /
CS(=O)(=O)N1CCN(C(=O)c2ccccc2F)CC1 | 2.3 | -5.8 | -7.4 | -1.4 | 0.9 | 8.6 | 21.4 | 0.9 | -1.2
CC(C)c1cc(=O)n2[nH]c(SCc3ccccc3Cl)nc2n1 | -1.0 | / | -5.0 | -0.9 | 1.4 | 8.9 | -5.4 | -6.8 | -0.6
COc1cc(C2C3C(=O)N(c4ccccc4)C(=O)C3ON2c2ccccc2)cc(OC)c1OC (configuration not stated) | 0.6 | -2.7 | -1.7 | -0.3 | 0.1 | 2.1 | 3.0 | -1.3 | -2.4
Cc1c(O)ccc2c(CC(=O)N[C@@H](Cc3ccc(O)cc3)C(=O)O)cc(=O)oc12 | 94.3* | -2.6 | 21.3 | 3.2 | -1.0 | -103.3 | 9.9 | -4.8 | -0.8
CC1(C)CC(=O)C2=C(C1)N1C(=C(C#N)C2c2ccccc2Cl)N=C(N)c2ccccc21 (configuration not stated) | 2.5 | -0.9 | 15.8 | -2.6 | 0.1 | 2.0 | -8.0 | 1.1 | -0.9
Cn1c(CNC(=O)c2ccccc2F)nnc1SCc1ccc(Cl)cc1 | 2.0 | -1.5 | 8.5 | 0.8 | -0.4 | -3.2 | 3.0 | -1.7 | /
Cc1cccc(C2=NC(C(F)(F)F)(C(F)(F)F)c3c(n(-c4ccc(F)cc4)c(=O)[nH]c3=O)N2)c1 | -1.7 | -0.9 | 11.5 | -2.0 | -0.3 | -13.3 | -5.6 | 6.5 | /
CCC(c1nnnn1C1CCCC1)N1CCN(C(=O)c2ccco2)CC1 (configuration not stated) | 5.5 | -0.2 | 11.9 | 1.0 | 0.3 | 1.7 | -24.9 | -3.3 | 0.0
Cc1ccc(S(=O)(=O)NCCC(=O)Nc2ccc(Cl)c(Cl)c2)cc1 | 2.4 | -3.8 | 6.6 | 2.7 | 0.1 | -8.0 | -3.7 | 9.4 | /
CCOc1ncccc1C(=O)OCC(=O)NC1CCCCCC1 | -0.6 | -2.4 | -4.6 | / | -2.3 | -6.1 | ? | 1.1 | -1.8
Clc1ccc(Sc2cnc3ccccc3n2)cc1 | 1.8 | -0.7 | 0.3 | 2.2 | 1.6 | 0.4 | -5.1 | 16.7 | -0.1
CCC(C)N(C(=O)CSc1nc(-c2ccccc2)cs1)C1CCS(=O)(=O)C1 (configuration not stated) | 2.5 | -2.4 | 6.2 | -1.4 | -1.0 | 4.0 | -10.5 | -2.9 | 2.3
NC1=NC2(CCCCC2)N=C(Nc2ccc(F)cc2F)N1 | -0.8 | -0.2 | -11.4 | 0.7 | -3.7 | -2.3 | -1.2 | -4.3 | -0.1
COC(=O)c1ccc(NC(=O)CN2CCC(NC(=O)c3ccco3)CC2)cc1 | 2.8 | -3.2 | 2.2 | 0.5 | -0.3 | -22.4 | -5.2 | -5.5 | /
O=C(Nc1cccc2c1CCCC2)C1CCCN(S(=O)(=O)c2cccc3nonc23)C1 (configuration not stated) | -0.8 | -3.6 | 10.1 | 2.0 | 0.8 | 7.5 | 3.9 | -2.9 | /
COc1ccc(/C=C2/C(=N)N3N=C(CC(=O)N4CCCC4)SC3=NC2=O)cc1 | -0.7 | -3.5 | 10.2 | 2.2 | -0.7 | 5.3 | 0.3 | -3.7 | -1.4
COc1ccccc1CC(=O)NC1CC(C)(C)NC(C)(C)C1 | 3.4 | -3.9 | 3.8 | -2.2 | -4.2 | 2.5 | -63.9 | -9.0 | 0.7
CC(C)OC(=O)N(C)C[C@@H]1OCc2cnnn2CCCC(=O)N([C@@H](C)CO)C[C@H]1C | -4.1 | -3.0 | 1.4 | / | -0.3 | 1.8 | -2.3 | 1.9 | -0.3&-0.5
CCc1ccccc1NC(=S)N(Cc1ccco1)C(C)c1cccs1 (configuration not stated) | 0.8 | -1.7 | 8.6 | 0.4 | -1.4 | -4.0 | -5.1 | -3.6 | 1.3
CCOCCCNC(=S)N1CCN(C(=O)C(=O)Nc2ccc(C(=O)OC)cc2)CC1 | 0.5 | 1.6 | 5.6 | 2.1 | -0.5 | -9.1 | -4.8 | 0.1 | /
CCOC(=O)Nc1sc(NS(=O)(=O)c2ccccc2)nc1C | 2.1 | -0.6 | 5.5 | 2.9 | 1.4 | -6.5 | 2.4 | 3.2 | -2.0
O=C(O)C1CCCC2CN3CCc4c([nH]c5ccccc45)C3C(O)C21 (configuration not stated) | 5.0 | 0.4 | 14.3 | 0.5 | / | 4.6 | / | -3.9 | -4.0

Bioassay records deposited in PubChem BioAssay by several laboratories.
